Fam108B counter = counter-screen for RBBP9 inhibitors: inhibitors of mouse Fam108B; inhibition, % at 9.51 µM; 0.33% of 300,000 active; recombinant Fam108B, FP-Rh probe fluorescence polarization;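 active = inhibition above the screen mean inhibition plus 3 SD, computed separately per campaign, cut at about 18% in these data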;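 also: inhibitors lower polarization as less probe binds the enzyme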
AHR activator = activators of human aryl hydrocarbon receptor. activation, % at 5 µM. AID 2796. 2.5% of 320,000 active. AHR-responsive luciferase reporter cells, luminescence. P35869; in the data active = activation above about 47%;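 also: 0% = vehicle wells and 100% = reference agonist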
pPAFAH FP inh = pPAFAH (human) enzyme inhibition | recombinant pPAFAH, FP-rhodamine probe fluorescence polarization | inhibition, % at 3.39 µM | 1.5% of 330,000 active;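 active = inhibition above the mean inhibition across the screen plus 3 SD, cut at about 25% in these data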;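 also: inhibitors block binding of the rhodamine activity-based probe so polarization drops; 0% = enzyme with DMSO and 100% = wells lacking pPAFAH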
PAFAH1B2 FP inh = blocks human PAF acetylhydrolase 1b catalytic subunit 2 | P68402 | recombinant PAFAH1B2, FP-rhodamine activity probe, fluorescence polarization | inhibition, % at 3.39 µM | 1.2% of 340,000 active | AID 492953;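 active = inhibition above the mean of all tested compounds plus 3 SD, cut at about 24% in these data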;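 also: 0% = enzyme with DMSO and 100% = wells lacking PAFAH1B2; many of its hits are not listed in these tables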
GLD-1 RNA inh = GLD-1-TGE RNA interaction inhibition (C. elegans); Q17339; purified GLD-1 + fluorescein TGE RNA, fluorescence polarization; inhibition, % at 5.96 µM; 0.44% of 320,000 active;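 active = percent inhibition above a per-plate cutoff, the plate mean of test compounds plus 3 SD, cut at about 30% in these data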;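 also: 0% = DMSO wells with GLD-1 and probe and 100% = wells lacking GLD-1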
MCL1-BIM inh = MCL1-BIM-BH3 interaction inhibition (human). GST-MCL1 / FITC-Bim-BH3 fluorescence polarization. Q07820. 0.68% of 320,000 active. inhibition, % at 10.9 µM;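 active = inhibition above the mean inhibition of all tested compounds plus 3 SD, set per campaign, cut at about 40% in these data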;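 also: 0% = DMSO wells and 100% = unlabeled Bim-BH3 peptide control; higher means more loss of mP so more displacement of Bim peptide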
BCLXL inh = Bcl-xL (human) inhibition. Q07817. GST-Bcl-xL / FITC-Bim BH3 peptide fluorescence polarization. inhibition, % at 10.9 µM. 0.7% of 320,000 active. AID 2129;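 active = inhibition above the mean of all tested compounds plus 3 SD, cutoff set per campaign, cut at about 30% in these data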;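 also: 0% = DMSO wells and 100% = unlabeled Bim-BH3 peptide competitor; inhibitors lower millipolarization by displacing the labeled peptide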
Target sequence (Q07817 whole entry, looked up): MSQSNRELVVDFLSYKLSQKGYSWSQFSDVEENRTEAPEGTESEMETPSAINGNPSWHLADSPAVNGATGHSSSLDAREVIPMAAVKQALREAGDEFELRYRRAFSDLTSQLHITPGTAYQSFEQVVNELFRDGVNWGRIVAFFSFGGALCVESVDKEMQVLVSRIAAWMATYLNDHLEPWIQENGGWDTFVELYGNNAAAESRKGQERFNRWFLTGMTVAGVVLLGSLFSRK
MEX-5 binding = C. elegans MEX-5 TCR-2 RNA binding activity. Q9XUB2. MEX-5/FITC-TCR2 RNA binding, fluorescence polarization; hits give low values. activity score (negative = inhibition of binding), % at 10 µM. 0.38% of 300,000 active. AID 1832;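 active = inhibition past about -25% in most replicates, and total fluorescence under double the plate's negative control median, limit read from the data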;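 also: 0% = DMSO and -100% = 5 µM competing unlabeled TCR2 RNA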
Target sequence (Q9XUB2 whole entry, looked up): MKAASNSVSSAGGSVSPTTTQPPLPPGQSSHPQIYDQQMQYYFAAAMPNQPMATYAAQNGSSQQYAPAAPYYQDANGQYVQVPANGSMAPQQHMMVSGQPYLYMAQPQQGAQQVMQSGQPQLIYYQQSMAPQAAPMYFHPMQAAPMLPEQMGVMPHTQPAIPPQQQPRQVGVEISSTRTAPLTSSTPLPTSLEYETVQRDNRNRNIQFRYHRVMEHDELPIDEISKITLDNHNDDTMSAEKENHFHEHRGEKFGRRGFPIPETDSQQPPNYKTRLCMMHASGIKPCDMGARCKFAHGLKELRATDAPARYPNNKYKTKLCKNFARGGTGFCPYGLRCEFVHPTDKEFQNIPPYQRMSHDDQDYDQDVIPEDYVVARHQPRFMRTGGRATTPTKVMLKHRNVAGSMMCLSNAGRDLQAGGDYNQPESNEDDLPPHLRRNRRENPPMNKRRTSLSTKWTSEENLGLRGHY
PME-1 inh = PME-1 (human) inhibition; Q9Y570; recombinant PME-1, FP-Rh probe fluorescence polarization; inhibition, % at 5.9 µM; 0.53% of 320,000 active; AID 2130;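 active = inhibition above the campaign mean of all compounds plus 3 SD, cut at about 26% in these data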;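 also: competitive labeling of PME-1 active site by serine hydrolase directed probe; 0% = PME-1 with DMSO and 100% = wells lacking PME-1 enzyme; inhibitors block probe labeling so polarization falls and inhibition rises; many of its hits are not listed in these tables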
Target sequence (Q9Y570 whole entry, looked up): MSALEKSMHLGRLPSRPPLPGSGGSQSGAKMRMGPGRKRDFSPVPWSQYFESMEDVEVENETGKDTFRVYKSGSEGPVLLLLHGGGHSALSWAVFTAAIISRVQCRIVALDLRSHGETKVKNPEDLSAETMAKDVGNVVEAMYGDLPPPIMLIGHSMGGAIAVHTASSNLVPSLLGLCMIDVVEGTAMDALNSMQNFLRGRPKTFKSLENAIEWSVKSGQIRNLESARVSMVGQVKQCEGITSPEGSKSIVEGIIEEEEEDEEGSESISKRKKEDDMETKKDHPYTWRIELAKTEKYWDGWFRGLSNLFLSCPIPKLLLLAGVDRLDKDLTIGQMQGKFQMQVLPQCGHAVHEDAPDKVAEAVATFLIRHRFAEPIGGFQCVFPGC
Active calls of the source: *; . = not tested or not shown.

SMILES	Fam108B counter	AHR activator	pPAFAH FP inh	PAFAH1B2 FP inh	GLD-1 RNA inh	MCL1-BIM inh	BCLXL inh	MEX-5 binding	PME-1 inh
CC(NC(=O)c1ccncc1)C(C)(C)C (stereo not given)	4	-2	2	1	-5	8	2	-0.7	-2
COc1cccc2[nH]c3ccccc3c(=O)c12	1	7	1	-2	-3	4	-1	-1.4	-1
Cc1c(NCc2ccncc2)cccc1C(=O)O	1	-2	3	2	0	14	6	2.8	-1
CC1(C)Cc2c(c(-c3ccco3)nc3sc4c(NCCN5CCOCC5)ncnc4c23)CO1	-1	0	10	8	0	-2	3	-9.6	-4
c1cncc(-c2nn3c(Cn4nnc5ccccc54)nnc3s2)c1	-1	5	0	0	6	4	7	-0.1	1
O=C(NCCCN1CCOCC1)c1onc(CSc2ccc(F)c(F)c2)c1C(=O)NCCCN1CCOCC1	-4	-1	-2	1	3	-3	2	3.8	2
CCC1(c2ccc(Cl)cc2)NC(=S)N(c2ccc(C)cc2)N1 (stereo not given)	8	17	2	7	5	9	4	-1.7	4
Cc1ccnc(NC(=O)CCC(=O)N(CC(=O)NCC2CCCO2)Cc2ccc(F)cc2)c1 (stereo not given)	3	-1	3	-2	1	3	2	-2.6	-2
O=C(CCC(=O)NNC(=O)Nc1cccc(Cl)c1)NCc1ccccc1	-3	2	5	1	4	4	1	-2.8	1
CCn1cc(S(=O)(=O)CC(=O)NC2CCCCC2)c2ccccc21	-3	1	2	4	-7	-3	5	2.2	-6
O=C(CN1C(=O)C2C3C=CC(C3)C2C1=O)Nc1nncs1 (stereo not given)	0	-1	1	6	0	1	1	-2.2	0
O=C(Nc1ccccc1)NC(Cc1ccc(O)cc1)C(=O)O (stereo not given)	-1	5	6	0	-2	4	4	1.5	-1
COc1ccc(-c2noc(CSc3nc4ccccc4c(=O)n3-c3ccccc3)n2)cc1OC	-4	0	-2	2	-4	2	0	3.5	-9
O=C(COC(=O)/C=C/c1ccc(OC(F)F)cc1)NC1CCCCCCC1	-3	3	0	2	-4	-15	-8	1.4	-2
O=C(NCc1nnc(SCC(=O)N2CCCc3ccccc32)o1)c1c(F)cccc1Cl	0	0	2	4	9	1	5	-0.3	1
CCCOc1ccc(NC(N)=O)cc1OCCC	-2	26	5	5	1	1	-1	-0.8	4
O=C(CN1CCN(c2ccc(F)cc2)CC1)Nc1ccc(-n2cnnn2)cc1	-5	1	4	8	2	2	4	0.3	-2
O=C(c1cccc(NS(=O)(=O)c2ccc(F)c(F)c2)c1)N1CCN(C(c2ccccc2)c2ccccc2)CC1	-9	-2	24	0	-6	6	-1	0.5	-11
C/C(=N\O)C1/C(=N/O)CC2C1C2(C)C (stereo not given)	-5	2	3	34*	3	3	5	-0.5	-3
COc1ccc(O)c(/C=N\NC(=O)CCn2nnc3ccccc32)c1	2	5	0	4	0	7	8	-2.6	-5
O=C(NC1CCCCCC1)C(=S)NCCc1ccccc1	3	-2	1	3	7	-2	8	-0.1	0
Oc1ccc(-c2[nH]ncc2-c2cnn(-c3ccccc3)c2)c(O)c1	-7	22	8	2	3	4	3	-5.8	-2
O=C(NCCC(=O)N1CCN(c2ccccn2)CC1)c1ccc([N+](=O)[O-])cc1	.	2	3	8	-5	.	.	.	.
CCOc1ccc2[nH]c3ncccc3c(=O)c2c1	5	14	2	-2	26	52*	42*	-13	-3
CCN1CCc2c(C#N)c(N3CCOCC3)nc(N3CCOCC3)c2C1	-7	8	-5	2	3	1	4	-3.3	-6

Arranged by molar mass (highest first): some entries from above
SMILES	Fam108B counter	AHR activator	pPAFAH FP inh	PAFAH1B2 FP inh	GLD-1 RNA inh	MCL1-BIM inh	BCLXL inh	MEX-5 binding	PME-1 inh
O=C(c1cccc(NS(=O)(=O)c2ccc(F)c(F)c2)c1)N1CCN(C(c2ccccc2)c2ccccc2)CC1	-9	-2	24	0	-6	6	-1	0.5	-11
CC1(C)Cc2c(c(-c3ccco3)nc3sc4c(NCCN5CCOCC5)ncnc4c23)CO1	-1	0	10	8	0	-2	3	-9.6	-4
O=C(COC(=O)/C=C/c1ccc(OC(F)F)cc1)NC1CCCCCCC1	-3	3	0	2	-4	-15	-8	1.4	-2
O=C(CCC(=O)NNC(=O)Nc1cccc(Cl)c1)NCc1ccccc1	-3	2	5	1	4	4	1	-2.8	1
CCN1CCc2c(C#N)c(N3CCOCC3)nc(N3CCOCC3)c2C1	-7	8	-5	2	3	1	4	-3.3	-6
COc1ccc(O)c(/C=N\NC(=O)CCn2nnc3ccccc32)c1	2	5	0	4	0	7	8	-2.6	-5
c1cncc(-c2nn3c(Cn4nnc5ccccc54)nnc3s2)c1	-1	5	0	0	6	4	7	-0.1	1
CCC1(c2ccc(Cl)cc2)NC(=S)N(c2ccc(C)cc2)N1 (stereo not given)	8	17	2	7	5	9	4	-1.7	4
O=C(NC1CCCCCC1)C(=S)NCCc1ccccc1	3	-2	1	3	7	-2	8	-0.1	0
O=C(Nc1ccccc1)NC(Cc1ccc(O)cc1)C(=O)O (stereo not given)	-1	5	6	0	-2	4	4	1.5	-1
CCCOc1ccc(NC(N)=O)cc1OCCC	-2	26	5	5	1	1	-1	-0.8	4
COc1cccc2[nH]c3ccccc3c(=O)c12	1	7	1	-2	-3	4	-1	-1.4	-1
CC(NC(=O)c1ccncc1)C(C)(C)C (stereo not given)	4	-2	2	1	-5	8	2	-0.7	-2
C/C(=N\O)C1/C(=N/O)CC2C1C2(C)C (stereo not given)	-5	2	3	34*	3	3	5	-0.5	-3

(more compounds)
SMILES	Fam108B counter	AHR activator	pPAFAH FP inh	PAFAH1B2 FP inh	GLD-1 RNA inh	MCL1-BIM inh	BCLXL inh	MEX-5 binding	PME-1 inh
Cc1[nH][nH]c(=O)c1C=NCc1cccs1	-5	4	3	5	6	9	4	-1.4	0
CC(C)c1nccn1S(=O)(=O)c1cc(Cl)ccc1Cl	-2	-3	1	1	0	-5	5	-1.6	-3
O=C(NCc1nnc2c3ccccc3c(-c3ccccc3)nn12)c1ccccc1Cl	-1	4	5	-4	-2	0	-4	1.2	8
CCOC(=O)CCC(NC(=O)CCCCCCCCC(=O)NC(CCC(=O)OCC)C(=O)OCC)C(=O)OCC (stereo not given)	0	-2	-6	-2	1	7	7	1.6	-3
Cc1ccc(OCC(=O)Nc2cc(S(=O)(=O)N3CCCCC3)ccc2C)c([N+](=O)[O-])n1	1	0	2	2	6	1	1	-2.3	12
C=CCNc1nc(C)c(C(C)=O)cc1C#N	-4	4	-4	-2	1	-6	3	-0.7	-12
COCCNC(=O)c1cc(-c2ccc(Cl)c(Cl)c2)on1	-4	-6	10	1	3	4	5	2.9	-9
COc1ccc(OC)c(-c2c(C#N)c(N)nc3c2c(=O)nc2sccn23)c1	2	0	2	-1	-7	4	6	1.3	-4
Cc1cccc(NCc2ccccc2OCc2ccccc2F)c1	1	24	3	2	3	11	4	-2.4	3
c1ccc(N2CCN(Cc3ccsc3)CC2)nc1	1	-5	10	3	4	-3	1	1.0	-3
Cc1cc(OCC(=O)NNC(=O)CCc2ccccc2)ccc1Br	0	14	-2	1	12	-1	1	-0.3	-17
CCSCCNC(=O)c1cncc(Br)c1	0	-1	5	6	1	-3	0	-1.0	1
Cc1cccc(CS(=O)(=O)Cc2ccc(C(=O)NC3CCCCCC3)o2)c1	3	-1	23	10	0	0	1	3.0	0
O=C(CCNC(=O)c1ccccc1Cl)Nc1cc(C(F)(F)F)ccc1Cl	-2	-4	-4	1	1	-4	5	0.3	6
Cc1ccc(NC(=S)N(C)Cc2cn(C)c3ccccc23)cc1	3	8	7	3	10	12	4	0.1	0
Nc1c(C(=O)CSc2nc(-c3ccccc3)cs2)c(=O)[nH]c(=O)n1C1CC1	.	4	0	-6	3	-9	-4	.	-13
CCOC(=O)C1=C(C)N(c2ccccc2)C(=O)C1CC(=O)O (stereo not given)	-6	0	2	6	-6	-9	3	-0.1	-3
COc1ccc(C(=O)C2CCCN(C(=O)CCC3=NNC(=O)CC3)C2)c(C)c1 (stereo not given)	-3	-1	-4	-3	4	1	4	-0.2	0
CCS(=O)(=O)c1nc(S(=O)(=O)c2ccc(Cl)cc2)c(N2CCOCC2)s1	2	-1	3	6	-1	0	-2	-0.3	-1
CC(=O)CCc1oc2ccc(NC(C)=O)cc2c1-c1ccc(C)o1	1	37	3	1	5	5	-1	1.7	5
O=C(NCc1cccnc1)c1ccc(-c2cc3ccccc3oc2=O)cc1	-3	1	0	-2	4	0	1	-1.5	1
COc1ccc(NS(=O)(=O)c2cc(NC(=O)[C@@H](NC(N)=O)C(C)C)ccc2C)cc1	5	4	4	1	3	-2	-1	0.4	0
O=C(CC(c1ccccc1)c1cc(Br)ccc1O)NCCCN1CCOCC1 (stereo not given)	-3	0	3	4	-1	13	3	-2.3	-3
O=C1CC(C(=O)N2CCN(c3ccccc3Cl)CC2)CN1Cc1ccccc1 (stereo not given)	.	1	2	2	-2	-8	-5	.	0
COc1cccc(NC(=O)c2ccc(NC(=O)C(C)(C)C)cc2)c1	3	-3	-4	12	2	3	2	-0.9	-1
Additional structures:
SMILES	Fam108B counter	AHR activator	pPAFAH FP inh	PAFAH1B2 FP inh	GLD-1 RNA inh	MCL1-BIM inh	BCLXL inh	MEX-5 binding	PME-1 inh
CCC(=O)Oc1ccc(C(=O)Nc2ccccc2C(=O)NCC(C)C)cc1	-1	2	-3	2	0	-7	0	2.8	-8
COc1ccc(NC(=O)c2cc(S(=O)(=O)N3CCc4ccccc43)cn2C)cc1	4	9	16	-4	4	4	2	-0.3	5
O=C(COC(=O)c1cccc2ccccc12)Nc1ncc(C(F)(F)F)cc1Cl	-1	-1	2	-1	5	-1	1	0.1	1
COc1ccc(CNC(=O)c2cccc(S(=O)(=O)N3CCCCC3)c2)cc1OC	.	-4	0	8	3	3	3	.	1
COc1ccc(-c2ccc(CCC(=O)O)o2)cc1	2	1	3	-3	4	7	7	0.1	-3
NS(=O)(=O)c1cc(C(=O)NCCc2ccccn2)ccc1Cl	0	2	1	-1	-1	3	4	-0.2	0
O=C(NCCc1ccccc1)C1CCN(C(=O)Nc2ccccc2)CC1	0	6	1	2	5	2	5	-0.9	-4
Cc1cc(C)nc(NC(=O)c2c(F)c(F)c(F)c(C(=O)Nc3cc(C)cc(C)n3)c2F)c1	-3	-1	-2	.	-1	-5	-1	-1.3	-3
O=c1c2ccccc2nc(COc2ccccc2)n1/N=C/c1ccc(O)c(O)c1	4	8	22	4	6	31	8	-1.4	18
COc1ccc(CNC(=O)COC(=O)CC2CC3CCC2C3)cc1OC (stereo not given)	-1	-1	12	4	7	-1	1	-0.3	6

Reformatted: entries from further up
structure: COc1ccc(CNC(=O)c2cccc(S(=O)(=O)N3CCCCC3)c2)cc1OC
  Fam108B counter: .
  AHR activator: -4
  pPAFAH FP inh: 0
  PAFAH1B2 FP inh: 8
  GLD-1 RNA inh: 3
  MCL1-BIM inh: 3
  BCLXL inh: 3
  MEX-5 binding: .
  PME-1 inh: 1
structure: COc1ccc(-c2ccc(CCC(=O)O)o2)cc1
  Fam108B counter: 2
  AHR activator: 1
  pPAFAH FP inh: 3
  PAFAH1B2 FP inh: -3
  GLD-1 RNA inh: 4
  MCL1-BIM inh: 7
  BCLXL inh: 7
  MEX-5 binding: 0.1
  PME-1 inh: -3

The list is partial; the hit share may differ from the screen's.
